Spn PMK inh: inhibitors of Streptococcus pneumoniae phosphomevalonate kinase; purified PMK, PK/LDH-coupled NADH absorbance 340 nm; 65,000 compounds, 0.49% hits; inhibition, % at 10 µM; AID 539;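 active = top-ranked compounds by inhibition in the single 10 µM screen, taking a fixed number of the strongest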;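 note: 0% = full reaction with DMSO carrier and 100% = background rate without enzyme reaction; no value below 0 was filed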
LYP inhibition: inhibition of human PTPN22 tyrosine phosphatase – biochemical, DiFMUP fluorescence, recombinant catalytic domain, 10 µM, primary screen (AID 606); recombinant LYP catalytic domain, DiFMUP fluorescence; higher % means a stronger effect; inhibition, % at 10 µM, or IC50 in µM where a hit was titrated; 52,000 tested, under 10 active;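 active = IC50 under 40 µM in the dose-response test; inactive = IC50 of 40 µM or more, or never dose-tested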
HT1080 viability: HT1080 cell viability loss – fluorescence readout (AID 620) | cytotoxicity, % at 10 µM, or EC50 in µM where a hit was titrated | 87,000 compounds, 0.42% hits | HT1080 viability, fluorescence; higher % means a stronger effect;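 note: cells exposed to compound overnight then 4 h with Alamar Blue; 0% = vehicle DMSO and 100% = killing control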
Alkaline phosphatase: inhibition of tissue-nonspecific alkaline phosphatase – biochemical, luminescent (AID 518); 64,000 compounds, 0.09% hits; purified TNAP enzyme, luminescent substrate readout; higher % means a stronger effect; inhibition, % at 20 µM, or IC50 in µM where a hit was titrated; in the data active = a potency from the dose series; inactive = the rest, 99 in 100 with inhibition below about 22%;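 note: plate controls were vehicle for no effect and reference inhibitor for full effect; many of its hits are not listed in these tables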
Bfl-1 displacement: Bfl-1 inhibitors, primary screen, biochemical, fluorescence polarization, FITC-Bid, mouse (AID 432); displacement, % at 20 µM; hits with a dose series show IC50 in µM; FITC-Bid BH3 peptide fluorescence polarization displacement; higher % means a stronger effect; 64,000 compounds, 0.02% hits; in the data active = a potency from the dose series; inactive = the rest, 99 in 100 with displacement below about 15%; note: strong numbers were not always called active
MK inhibit: blocks S. pneumoniae mevalonate kinase. AID 555. inhibition, % at 10 µM. 65,000 compounds, 0.48% hits. purified MK, PK/LDH-coupled NADH absorbance 340 nm;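 active = ranked among the strongest by inhibition in the single 10 µM screen, a fixed top-ranked set picked for dose follow-up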; note: no value below 0 was filed
HPDE-C7 viability: cytotoxicity in HPDE-C7 cells, cell-based, fluorescence, HTS (AID 430). HPDE-C7 pancreatic duct cells viability, fluorescence; higher % means a stronger effect. cytotoxicity, % at 10 µM; hits with a dose series show EC50 in µM. 63,000 compounds, 1.8% hits;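 note: cells exposed to compound for 48 hours before viability readout; 0% = vehicle and 100% = reference cytotoxic drug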
KRASV12 cytotoxicity: cytotoxicity in KRAS-transformed pancreatic duct cells, primary screen, cell-based, fluorescence, HTS (AID 431); HPDE-C7K KRASV12 cells, Alamar Blue viability, 48 h; higher % means a stronger effect; cytotoxicity, % at 10 µM, or EC50 in µM where a hit was titrated; 63,000 compounds, 1.7% hits;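 active = compounds whose percent cytotoxicity in the single-dose primary screen, scaled between solvent and toxic-drug controls, exceeds 50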;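 note: 0% = DMSO solvent wells and 100% = doxorubicin-treated wells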
DPM-DC inhibit: inhibitors of Streptococcus pneumoniae diphosphomevalonate decarboxylase; purified DPM-DC, PK/LDH coupled NADH fluorescence; calls only at 10 µM; 65,000 compounds, 0.49% hits; AID 556;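 active = the 320 compounds with the highest percent inhibition in the single-dose primary screen, excluding strongly autofluorescent ones, cut at about 32% in these data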;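 note: kinetic rate of NADH fluorescence loss reporting ADP formed by the decarboxylase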
Spn PMK inh pilot replicates: recorded beside Spn PMK inh, whose call it bears; inhibition, %; measured here: pilot screen replicates
MK inhibit pilot replicates: also measured in MK inhibit; calls as there; inhibition, %; measured here: pilot screen replicates
DPM-DC inhibit pilot screen %: second read-out of DPM-DC inhibit, no call of its own (marks repeat the call); inhibition, %; measured here: pilot screen trials
Numbers without * were called inactive; i = inactive; . = not tested or not shown; + = active, no number. Cut-off read from the data, not from the text of the source, unless noted: active = cytotoxicity above about 50%; inactive = the rest.

SMILES	Spn PMK inh	LYP inhibition	HT1080 viability	Alkaline phosphatase	Bfl-1 displacement	MK inhibit	HPDE-C7 viability	KRASV12 cytotoxicity	DPM-DC inhibit	others
Cc1ccc(C)c(N(CC(=O)NC2CCCC2)C(=O)CCCC(=O)Nc2ccccn2)c1	48*	-19%	-4%	2%	-3%	0	-23%	-15%	i	Spn PMK inh pilot replicates=4.0*;MK inhibit pilot replicates=5.0;DPM-DC inhibit pilot screen %=0.0
CCOC(=O)C(CC)Sc1nc(-c2ccc(OC)cc2)nc2c1c(=O)n(C)c(=O)n2C (stereo not drawn)	8	-9%	14%	.	.	2	.	.	.
O=C(NCN1C(=O)C2C3C=CC(C3)C2C1=O)Nc1nccs1 (stereo not drawn)	5	.	-1%	2%	-1%	5	-4%	-8%	i
O=C(c1csc2ccccc12)N1CCN(c2ccccn2)CC1	10	4%	-6%	5%	-5%	9	-10%	0%	i
Cc1nn(Cc2ccccc2)c(N)c1-c1ccccc1	8	7%	-6%	3%	-6%	2	8%	-5%	i
COc1ccc(CSc2nnc(N)s2)cc1F	14	-15%	-4%	2%	0%	0	30%	50%	i
CCOc1ccccc1OCC(=O)Nc1ccc(S(=O)(=O)Nc2nc(C)cc(C)n2)cc1	24	4%	.	14%	-1%	4	-9%	-6%	i
N#Cc1nc(-c2ccc(OCc3ccccc3)cc2)oc1N1CCC(C(N)=O)CC1	11	.	8%	3%	4%	7	-17%	-15%	.
O=C(c1ccc(Br)cc1)N1CCN(S(=O)(=O)c2ccccc2)CC1	1	11%	3%	16%	0%	2	-19%	-1%	i	Spn PMK inh pilot replicates=0.0;MK inhibit pilot replicates=3.0;DPM-DC inhibit pilot screen %=2.5
CCOCCCNC(=O)c1ccc(CS(=O)(=O)Cc2cccc(C)c2)o1	12	-2%	-11%	5%	-6%	3	0%	-12%	i
CCOC(=O)c1sc(NC(=O)c2ccc(Cl)s2)cc1C	1	1%	-5%	1%	1%	6	-3%	7%	.
CCCCc1cc(=O)oc2cc(C)cc(OC(C)C(=O)O)c12 (stereo not drawn)	9	6%	3%	19%	5%	4	-48%	-17%	.	Spn PMK inh pilot replicates=0.0;MK inhibit pilot replicates=4.5
Cn1c(=O)oc2cc(S(=O)(=O)NC(Cc3ccccc3)C(=O)N3CCCCC3)ccc21 (stereo not drawn)	0	9%	-2%	5%	-4%	3	0%	-1%	i
O=C(Nc1nccs1)c1c(O)c2cccc3c2n(c1=O)CCC3	3	-4%	20%	3%	3%	6	.	.	i
COc1ccc(-c2cn3cc(C)ccc3n2)cc1OC	0	5%	23%	6%	5%	0	10%	27%	.	Spn PMK inh pilot replicates=2.5;MK inhibit pilot replicates=0.0
CCOC(=O)N1CCN(c2ccc(S(=O)(=O)N(Cc3ccccc3)Cc3ccccc3)cn2)CC1	10	.	1%	.	.	0	.	.	i
CCOc1ccc(N2CC(=O)SC2=S)cc1	5	4%	-2%	2%	3%	9	-13%	-12%	i
Cc1cc(=O)oc2ccc(OCC(=O)N(Cc3ccc(F)cc3)Cc3ccco3)cc12	4	0%	-1%	12%	5%	5	1%	6%	i	Spn PMK inh pilot replicates=1.0;MK inhibit pilot replicates=0.0;DPM-DC inhibit pilot screen %=2.0
CCOC(=O)C1C2C=CC3(CN(c4cccc(Cl)c4)C(=O)C13)O2 (stereo not drawn)	0	-8%	.	12%	-2%	10	-1%	-4%	i	Spn PMK inh pilot replicates=2.5;MK inhibit pilot replicates=2.0;DPM-DC inhibit pilot screen %=0.0
CCn1c(Cc2ccc(OC)cc2)nnc1SCC(=O)Nc1cccc(C(=O)OC)c1	10	8%	-2%	8%	-8%	3	-12%	-10%	i	Spn PMK inh pilot replicates=1.0;MK inhibit pilot replicates=1.0;DPM-DC inhibit pilot screen %=4.0
CC1(C)CN=C(NC2CCCCC2)S1	0	4%	-2%	8%	-7%	3	1%	-9%	i
COc1cccc(-c2cc(C(=O)Nc3ccc(OC)c(OC)c3)no2)c1	12	-11%	4%	6%	-5%	5	5%	-1%	i
CN(C(=O)c1ccncc1)c1nnc(-c2cnccn2)s1	18	.	6%	11%	-5%	1	-1%	-7%	i
CCOc1nc(-c2ccncc2)nc2ccccc12	0	1%	-20%	14%	-9%	5	-10%	-6%	i	Spn PMK inh pilot replicates=0.0;MK inhibit pilot replicates=0.0;DPM-DC inhibit pilot screen %=0.0
COc1cc(-c2csc(N3CCOCC3)n2)cc(OC)c1OC	1	15%	3%	4%	0%	0	4%	4%	i

A draw from above in order of heavy-atom count, falling:
SMILES	Spn PMK inh	LYP inhibition	HT1080 viability	Alkaline phosphatase	Bfl-1 displacement	MK inhibit	HPDE-C7 viability	KRASV12 cytotoxicity	DPM-DC inhibit	others
O=C(c1ccc(Br)cc1)N1CCN(S(=O)(=O)c2ccccc2)CC1	1	11%	3%	16%	0%	2	-19%	-1%	i	Spn PMK inh pilot replicates=0.0;MK inhibit pilot replicates=3.0;DPM-DC inhibit pilot screen %=2.5
CN(C(=O)c1ccncc1)c1nnc(-c2cnccn2)s1	18	.	6%	11%	-5%	1	-1%	-7%	i
CCOC(=O)c1sc(NC(=O)c2ccc(Cl)s2)cc1C	1	1%	-5%	1%	1%	6	-3%	7%	.

Retrieved by compound from the list above:
SMILES	Spn PMK inh	LYP inhibition	HT1080 viability	Alkaline phosphatase	Bfl-1 displacement	MK inhibit	HPDE-C7 viability	KRASV12 cytotoxicity	DPM-DC inhibit	others
CCCCc1cc(=O)oc2cc(C)cc(OC(C)C(=O)O)c12 (stereo not drawn)	9	6%	3%	19%	5%	4	-48%	-17%	.	Spn PMK inh pilot replicates=0.0;MK inhibit pilot replicates=4.5
COc1cc(-c2csc(N3CCOCC3)n2)cc(OC)c1OC	1	15%	3%	4%	0%	0	4%	4%	i
Cn1c(=O)oc2cc(S(=O)(=O)NC(Cc3ccccc3)C(=O)N3CCCCC3)ccc21 (stereo not drawn)	0	9%	-2%	5%	-4%	3	0%	-1%	i
O=C(c1ccc(Br)cc1)N1CCN(S(=O)(=O)c2ccccc2)CC1	1	11%	3%	16%	0%	2	-19%	-1%	i	Spn PMK inh pilot replicates=0.0;MK inhibit pilot replicates=3.0;DPM-DC inhibit pilot screen %=2.5
COc1ccc(CSc2nnc(N)s2)cc1F	14	-15%	-4%	2%	0%	0	30%	50%	i

Continuation.
SMILES	Spn PMK inh	LYP inhibition	HT1080 viability	Alkaline phosphatase	Bfl-1 displacement	MK inhibit	HPDE-C7 viability	KRASV12 cytotoxicity	DPM-DC inhibit	others
Cc1ccc(SCC(=O)N(Cc2nc(-c3ccccc3)no2)C(C)C)cc1	0	9%	-5%	8%	-8%	8	-4%	7%	i
c1ccc(CN2CCC(N3CCN(Cc4ccc5c(c4)OCO5)CC3)CC2)cc1	0	.	0%	5%	-4%	2	12%	17%	i
O=c1cnn([C@@H]2O[C@H](CO)[C@@H](O)[C@H]2O)c(=O)[nH]1	0	8%	27%	.	.	0	.	.	i
C=CCn1c(SCc2ccc(F)cc2)nc2c1c(=O)[nH]c(=O)n2C	2	11%	6%	16%	-4%	8	-8%	-5%	i
Cc1noc(C)c1CSc1ccccc1C(=O)Nc1nccs1	11	.	-6%	-5%	11%	2	-23%	-17%	i
O=C(Nc1ccc(Cl)cc1C(=O)NCc1cccnc1)c1ccco1	6	10%	0%	7%	-4%	2	8%	-8%	i
O=C(c1cnccn1)N1CCc2ccccc21	10	4%	0%	15%	2%	9	-3%	-21%	i
O=C(NCCSCc1c(F)cccc1Cl)c1ccco1	10	3%	4%	9%	-2%	0	-12%	-22%	i
Cc1cccc2cc(COC(=O)c3ccccn3)c(=O)[nH]c12	1	7%	-3%	12%	0%	6	-11%	-12%	i
CCCC(=O)NC(c1ccco1)c1cc(Cl)c2cccnc2c1O (stereo not drawn)	0	6%	4%	5%	6%	0	60%*	59%*	i
CCN1C(=O)C2(C(C(=O)c3ccc(C)o3)=C(O)C(=O)N2CCCN2CCOCC2)c2ccccc21 (stereo not drawn)	10	.	3%	5%	8%	0	-9%	-11%	i
O=C(c1cc(-c2ccc(F)cc2)on1)N1CCCC1	10	12%	3%	4%	3%	3	8%	0%	i
CCCCc1nc2n[nH]c(N)c2c2c1CCC2	14	.	-13%	6%	-2%	4	9%	-1%	i
Cc1cnn(Cc2ccccc2)c1N	12	.	-2%	8%	-4%	0	-7%	2%	i	Spn PMK inh pilot replicates=1.0;MK inhibit pilot replicates=1.0;DPM-DC inhibit pilot screen %=0.0
CCCSCCCNC(=O)Cn1cc2c(n1)CCCCC2	6	-4%	0%	-2%	1%	5	-23%	-12%	i
Cc1ccc(-c2nc3cccnc3o2)cc1NC(=O)COc1ccc(Cl)cc1C	10	6%	-4%	16%	6%	3	-1%	0%	i
COc1ccc(CCNC(=O)CN(C)S(=O)(=O)c2cccs2)cc1OC	2	6%	.	7%	1%	0	-8%	-10%	i
Cn1c(C(=O)NC2CCCCCC2)cc2c(=O)n(C)c3ccccc3c21	3	0%	10%	9%	-8%	2	0%	-3%	i
Cc1ccccc1Cn1nnc(-c2cccc(C(=O)O)c2)n1	0	-3%	.	-1%	-1%	6	-5%	8%	i
CN1CCN(C(=O)NC2CCCN2S(=O)(=O)c2ccc(Cl)cc2)CC1 (stereo not drawn)	0	3%	2%	10%	-2%	2	2%	-7%	i	Spn PMK inh pilot replicates=2.5;MK inhibit pilot replicates=0.0;DPM-DC inhibit pilot screen %=0.0
O=C(Nc1c(F)cc(F)cc1Br)c1cccnc1	5	11%	.	6%	5%	1	2%	-1%	i
COc1cc2nc(C3CC3)n(NC(=O)c3ccc(Cl)cc3)c(=O)c2cc1OC	6	-10%	15%	4%	-5%	9	18%	12%	i
N#CCCn1ncc2ccccc21	10	.	-19%	0%	2%	5	-11%	-16%	i
Cc1c(C(=O)NC2CC2)oc2ccc(S(=O)(=O)N3CCCCCC3)cc12	12	29%	3%	16%	-4%	1	-11%	-1%	+	Spn PMK inh pilot replicates=0.0;MK inhibit pilot replicates=0.0;DPM-DC inhibit pilot screen %=+
Cc1ccc(C)c(N2CCN(C(=O)CN(C)S(=O)(=O)c3ccc4c(c3)CCC(=O)N4)CC2)c1	0	-5%	4%	6%	-2%	4	-10%	0%	i
Cc1nn(C2CCCCC2)c(N)c1-c1ccccc1	0	.	-2%	12%	-11%	14	2%	11%	i

Of the compounds above, these have bromine:
SMILES	Spn PMK inh	LYP inhibition	HT1080 viability	Alkaline phosphatase	Bfl-1 displacement	MK inhibit	HPDE-C7 viability	KRASV12 cytotoxicity	DPM-DC inhibit	others
O=C(c1ccc(Br)cc1)N1CCN(S(=O)(=O)c2ccccc2)CC1	1	11%	3%	16%	0%	2	-19%	-1%	i	Spn PMK inh pilot replicates=0.0;MK inhibit pilot replicates=3.0;DPM-DC inhibit pilot screen %=2.5
O=C(Nc1c(F)cc(F)cc1Br)c1cccnc1	5	11%	.	6%	5%	1	2%	-1%	i

Source: PubChem BioAssay (several laboratories)
